14-3-3g Raf – modulators of 14-3-3 gamma protein binding, primary screen, biochemical, fluorescence polarization | FP, 14-3-3gamma / TMR-pS259-Raf peptide binding | actives 0.19% (n = 160,000) | inhibition, % at 40 µM | 14-3-3 protein gamma (Homo sapiens), P61981; in the data active = inhibition above about 30%;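 note: 0% = protein plus tracer without compound and 100% = blank with tracer alone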
Target sequence (P61981 whole entry, looked up): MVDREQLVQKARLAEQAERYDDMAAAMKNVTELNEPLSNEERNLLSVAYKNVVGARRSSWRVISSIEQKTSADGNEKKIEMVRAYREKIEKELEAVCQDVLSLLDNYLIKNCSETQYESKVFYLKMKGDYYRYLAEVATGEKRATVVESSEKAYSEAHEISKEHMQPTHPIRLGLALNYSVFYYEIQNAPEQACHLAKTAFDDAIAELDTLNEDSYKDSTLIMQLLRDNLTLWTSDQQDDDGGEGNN
* marks the source's active call; other numbers are inactive results; & = joins results of further samples. Only part of the results is shown, so the mix of outcomes need not match the whole.

| SMILES | 14-3-3g Raf |
| --- | --- |
| CCNC(=O)CN(c1ccc(OC)c(OC)c1)S(=O)(=O)c1ccccc1 | 2 |
| O=C(O)CNc1nc2ncn(Cc3ccccc3)c2c(=O)[nH]1 | -7 |
| COc1ccc(N2CCN(C(=O)Cn3cnc4sc(C)c(S(=O)(=O)N5CC(C)CC(C)C5)c4c3=O)CC2)cc1 (configuration not stated) | -14 |
| CCSc1nnc2c(n1)OC(c1ccccc1Cl)Nc1ccccc1-2 (configuration not stated) | 98* |
| CCCc1cc(=O)[nH]c(SCC(=O)Nc2ccc(C(C)=O)cc2)n1 | -6 |
| COC(=O)c1cn(CC(=O)NC2CCCCC2)c2ccccc12 | 4 |
| COc1ccccc1NC(=O)Cn1cnc2sc(C(=O)N3CCCC3)c(C)c2c1=O | -2 |
| COc1ccc(C2CC(=O)C3=C(C2)Nc2ccccc2N(C(=O)c2cc(OC)c(OC)c(OC)c2)C3c2cccs2)cc1 (configuration not stated) | 3 |
| Cc1ccc(C)c(N2C(=O)NC3CC2(C)Oc2ccc(Br)cc23)c1 (configuration not stated) | -5 |
| Cc1ccc2c(c1)CCCN2C(=O)Nc1ccc2c(c1)OCO2 | 0 |
| CCn1c2ccccc2c2cc(CNCCc3ccccc3)ccc21 | -11 |
| Clc1ccccc1C1CC(c2ccccc2)Nc2ncnn21 (configuration not stated) | 1 |
| CCOc1ccc(NC(=O)c2ccc(F)c(S(=O)(=O)N(CC)c3ccccc3)c2)cc1 | -12 |
| CC(Oc1ccc2c3c(c(=O)oc2c1)CCC3)C(=O)c1ccccc1 (configuration not stated) | -3 |
| Cc1ccc(OCC(=O)N2N=C(C(F)(F)F)CC2(O)C(C)(C)C)cc1C (configuration not stated) | 10 |
| CCOC(=O)c1cnc2c(OC)cccc2c1NC1CCCCC1 | -1 |
| O=C1CC(N2CCN(c3cccc(Cl)c3)CC2)C(=O)N1c1cccc(Cl)c1 (configuration not stated) | -6 |
| Cc1ccc(N)cc1-n1c(C)ccc1C | -45 |
| COC(=O)c1[nH]c2ccc(C)cc2c1NC(=O)CN1CCCCC1C (configuration not stated) | 4 |
| Fc1ccc(C2CC(c3ccc(Cl)cc3)Nc3ncnn32)cc1 (configuration not stated) | -1 |

Continued (3 carried over from the part before).
| SMILES | 14-3-3g Raf |
| --- | --- |
| Cc1ccc(N)cc1-n1c(C)ccc1C | -45 |
| COC(=O)c1[nH]c2ccc(C)cc2c1NC(=O)CN1CCCCC1C (configuration not stated) | 4 |
| Fc1ccc(C2CC(c3ccc(Cl)cc3)Nc3ncnn32)cc1 (configuration not stated) | -1 |
| Cc1ccc(N2C(=O)C3C4C=CC(CC4)C3C2=O)c(C)c1 (configuration not stated) | 8 |
| CCOc1ccccc1-n1nnnc1SCc1nc2ccccc2s1 | -10 |
| CCN(CC)c1ccc(NC(=O)Cn2cc3c(n2)CCC(C)C3)c(C)c1 (configuration not stated) | 1 |
| S=c1[nH]c(-c2ccc(Cl)cc2)cn1-c1ccccc1Br | -4 |
| CCOC(=O)c1ccccc1NC(=O)c1sc2nc(C)nc(N3CCCCC3)c2c1C | -5 |
| C=CCOc1ccc(C=Nc2ccc(Br)cc2)c(O)c1 | -15 |
| CC(C)COC(=O)Oc1c(Cl)cc2oc(=O)sc2c1[N+](=O)[O-] | -22 |
| O=C1CCCC(=O)N1c1ccc(NCc2ccccc2F)c([N+](=O)[O-])c1 | 1 |
| O=C(CSc1nnc2ccc3ccccc3n12)N1CCOCC1 | 5 |
| COC(=O)c1cccc(CSc2nc3ccccc3[nH]2)c1 | 2 |
| O=C(NCCc1c[nH]c2ccccc12)C1CCN(c2nnc(N3CCCC3=O)s2)CC1 | 4 |
| O=C(Sc1nnc(-c2ccccc2)o1)N1c2ccccc2Sc2ccccc21 | 1 |
| CCN(CC)c1ncnc2c1[nH]c1ccc(C)cc12 | -3 |
| CCc1ccc(C2NC(=O)NC(C)=C2C(=O)OC)cc1 (configuration not stated) | 2 |
| COc1nc(NS(=O)(=O)c2ccc(C)cc2)nc(C)c1Br | -5 |
| Cc1sc2c(c1C)c(=O)n(-c1ccc(Cl)cc1)c(=O)n2Cc1cc(=O)n2cc(Br)ccc2n1 | -110 |
| COc1ccc(NC(=O)CCc2nc(-c3cccs3)no2)c(OC)c1 | -2 |
| Cc1cccc(Nc2ncc([N+](=O)[O-])c(Nc3cccc(C)c3)n2)c1 | 7 |
| Cc1ccc2c(c1)C(O)(CC(=O)c1cccnc1)C(=O)N2 (configuration not stated) | -4 |
| CN(C(=O)c1ccc(NC(=O)C2CC=CCC2C(=O)O)cc1)c1ccccc1 (configuration not stated) | -4 |
| O=C(CC1(O)C(=O)Nc2cc(Cl)cc(Cl)c21)c1ccccc1O (configuration not stated) | -4 |
| CCOCCn1c(N2CCN(c3ccc(OC)cc3)CC2)nc2c1c(=O)n(C)c(=O)n2C | -12 |
| CCOC(=O)c1c(NC(=O)c2ccc3cc(OC)ccc3c2)sc(C)c1C | -5 |
| Cc1[nH]c2ccc(CN3C(=O)c4ccccc4C3=O)cc2c1C | -7 |
| COC(=O)c1ccc(-c2ccc(CNCC(O)c3ccccc3)o2)cc1 (configuration not stated) | -2 |
| Cc1ccc(-c2noc(CC3CCCCC3)n2)cc1 | -7 |
| CC1=NN(c2ccc([N+](=O)[O-])cc2)C(=O)CO1 | -5 |
| CCOC(=O)C1CCN(C(=O)CCc2nc(-c3ccccc3F)no2)CC1 | 0 |
| O=c1c2cc(F)ccc2[nH]c(=S)n1Cc1ccc2c(c1)OCO2 | -21 |
| Cc1ccc2oc(-c3ccc(C)c(NC(=O)c4ccccc4[N+](=O)[O-])c3)nc2c1 | -60 |
| CN(C)S(=O)(=O)c1ccc(NS(=O)(=O)/C=C/c2ccccc2)cc1 | 0 |
| OC(CN1CCCCC1)CN(c1ccccc1)c1ccccc1 (configuration not stated) | -6 |
| Cc1cc(OCCCCCn2ccnc2)cc(C)c1Cl | -15 |
| CCOC(=O)c1ccc2c(c1)C1C=CCC1C(c1ccccc1[N+](=O)[O-])N2 (configuration not stated) | -6 |
| CC(=O)Nc1ccc(Nc2nc(-c3c(C)nc4sccn34)cs2)cc1 | -8 |
| Cc1c(NC(=O)CSc2nncc3ccccc23)c(=O)n(-c2ccccc2)n1C | -1 |
| CCOc1ccc(CNC23CN4CN(CN(C4)C2)C3)cc1 | 7 |
| O=C(O)C1CSC(c2ccoc2)N1 (configuration not stated) | -9 |
| Cc1c(Br)cc(C(=O)NCCCN2CCOCC2)c(C)c1C | 0 |
| CCC(O)(C#CCN1CCCC1)CC | 9 |

Entries shown so far with an aryl thioether with sulfur outside any ring (six):
| SMILES | 14-3-3g Raf |
| --- | --- |
| CCSc1nnc2c(n1)OC(c1ccccc1Cl)Nc1ccccc1-2 (configuration not stated) | 98* |
| CCCc1cc(=O)[nH]c(SCC(=O)Nc2ccc(C(C)=O)cc2)n1 | -6 |
| CCOc1ccccc1-n1nnnc1SCc1nc2ccccc2s1 | -10 |
| O=C(CSc1nnc2ccc3ccccc3n12)N1CCOCC1 | 5 |
| COC(=O)c1cccc(CSc2nc3ccccc3[nH]2)c1 | 2 |
| Cc1c(NC(=O)CSc2nncc3ccccc23)c(=O)n(-c2ccccc2)n1C | -1 |

(continued)
| SMILES | 14-3-3g Raf |
| --- | --- |
| O=C(CSc1nc2c(sc3ccccc32)c(=O)n1C1CCCCC1)NC1CCCC1 | -6 |
| CC(=O)N1N=C(c2c(C)nc3ccc(Cl)cc3c2-c2ccccc2)CC1c1ccccc1 (configuration not stated) | -3 |
| COc1cccc(C2=NN(C(C)=O)C(C)(C)O2)c1 | 2 |
| O=C(CSc1nccn1-c1ccc(F)cc1)NCc1ccc(F)cc1 | -5 |
| CCCCn1c(C(C)NC(=O)CCC)nc2ccccc21 (configuration not stated) | -1&1 |
| CC(C)(C)c1ccc(C(=O)N2CCCCC(S(=O)(=O)c3ccccc3)C2=O)cc1 (configuration not stated) | 12 |
| Cc1c(N=Cc2ccc(N3CCCCC3)c([N+](=O)[O-])c2)c(=O)n(-c2ccccc2)n1C | 2 |
| CCCCNC(=O)C1c2ccccc2C(=O)N(CCOC)C1c1c[nH]c2ccccc12 (configuration not stated) | -2 |
| O=C(CN1C(=O)CSC1=O)c1ccccc1 | -20 |
| CCCS(=O)(=O)N1CCCC(C(=O)N2CCC(C(N)=O)CC2)C1 (configuration not stated) | -2 |
| CCCCC(=O)Nc1c2c(nn1-c1ccc([N+](=O)[O-])cc1)CSC2 | 0 |
| Cc1sc(NC(=O)c2ccccc2)c(C(=O)NCCc2ccc(O)cc2)c1C | 0 |
| C=CCSc1nnc(Cc2cc(=O)[nH]c(=O)[nH]2)n1-c1ccc(Cl)cc1 | -10 |
| CCOC(=O)c1cnc2cc(C(F)(F)F)ccc2c1Nc1ccc(C)c(F)c1 | -5 |
| O=C(Nc1nccs1)c1cc2cc(Cl)ccc2oc1=Nc1ccc(Br)cc1 | -1 |
| CCC(C)NC(=O)Cn1cnc2sc(C)cc2c1=O (configuration not stated) | -2&-7 |
| CCOCCn1cnc2sc(C(=O)NCCC3=CCCCC3)c(C)c2c1=O | -2 |
| CCc1ccc(NC(=O)c2cc(S(=O)(=O)NC3CCCCCC3)ccc2F)cc1 | 14 |
| c1csc(-c2csc(-c3cccs3)n2)c1 | -6 |
| CCCCCC1CCC(c2ccc(N)cc2)CC1 (configuration not stated) | -12 |
| CNC(=O)Nc1cc(C(C)(C)C)no1 | 6 |
| CSc1nc(-c2ccco2)nn1S(=O)(=O)c1ccccc1 | -8&4 |
| CS(=O)(=O)N1CCN(C(=O)c2ccc(-c3ccccc3)cc2)CC1 | -4 |
| O=C(Nc1ccc2oc(-c3ccccc3F)nc2c1)c1ccc(-c2ccc([N+](=O)[O-])cc2)o1 | -59 |
| COc1ccc(OC)c(CNC(=O)C2CCN(S(=O)(=O)N3CCCCC3)CC2)c1 | -4 |
| CCC(c1nnnn1CCc1ccccc1)N1CCN(C(=O)c2ccco2)CC1 (configuration not stated) | -7 |
| Cc1c(Cl)cccc1NC(=O)Cn1cnc2sc3c(c2c1=O)CCCC3 | -12 |
| CCCCN(c1ccccc1)S(=O)(=O)c1cccc2nsnc12 | 3 |
| COc1cc(C(=O)O)c(C2Oc3ccccc3C3CC(c4ccccc4)=NN32)cc1OC (configuration not stated) | -4 |
| CCN(CC)C(=O)c1c(NC(=O)c2ccccc2C)sc2c1CCCCC2 | 5 |
| COc1ccc2nc(NS(=O)(=O)c3ccc(Cl)cc3)c(Nc3ccc(Cl)cc3)nc2c1 | -22 |
| CCOC(=O)CCc1c(C)c(C#N)c2nc3ccccc3n2c1NC1CCCCC1 | -10 |
| O=C1c2cccc3c(O)ccc(c23)C(=O)N1c1ccc(Cl)cc1 | 96* |
| O=C(COc1ccc(Br)cc1)NCc1ccccn1 | -7 |
| Cc1ccc(N=Cc2c(O)cc(C)c(Cl)c2C)cc1 | -11 |
| COc1cccc(C2Nc3ccc([N+](=O)[O-])cc3C3C=CCC32)c1OC (configuration not stated) | -7 |
| CC(C)(C)OC(=O)NC(CCNC=C1C(=O)OC(C)(C)OC1=O)C(=O)O (configuration not stated) | 0 |
| Cc1nn(Cc2ccc(Cl)c(Cl)c2)c(C)c1NC(=O)c1cc(-c2ccco2)on1 | -35 |
| N#Cc1cc(Nc2ccccc2Cl)c([N+](=O)[O-])cc1C#N | -7 |
| COc1cccc(NC(=O)c2ccc(NCCC3=CCCCC3)c([N+](=O)[O-])c2)c1 | -38 |
| CC=CCOC(=O)C1=C(C)NC(=O)NC1c1cc(Cl)c(O)c(OC)c1 (configuration not stated) | -8 |
| CCCCNC(=O)CCn1c(=O)[nH]c2ccccc2c1=O | -3 |
| CCc1ccc(OCC(=O)Nc2ccc3oc(-c4ccncc4)nc3c2)cc1 | -38 |
| COc1ccccc1Nc1cc(C)nc2c(OC)cccc12 | -8 |
| Cc1c(NS(=O)(=O)c2cccc3nsnc23)c(=O)n(-c2ccccc2)n1C | -7 |
| CCOc1ccc(C2C(C(=O)Nc3ccc(F)cc3)=C(C)Nc3nc(CCCO)nn32)cc1 (configuration not stated) | -4 |
| Cc1ccc2ccc(C(Nc3ccccn3)c3ccc(N(C)C)cc3)c(O)c2n1 (configuration not stated) | 0 |
| CCCOc1ccc2oc(=O)c3c(c2c1)CCCN3C(=O)CN1CCC(C(=O)OCC)CC1 | 3 |
| Cc1cc2nc(-c3cccc(N=Cc4cccc([N+](=O)[O-])c4O)c3)oc2cc1C | -10 |
| CC(C)Cn1c(=O)c(C(=O)Nc2ccccc2S(N)(=O)=O)c(O)c2ccccc21 | -6 |

New compounds follow.
| SMILES | 14-3-3g Raf |
| --- | --- |
| O=C1c2ccccc2CN1CCNS(=O)(=O)c1ccc(Cl)cc1 | 0 |
| CCOC(=O)Nc1ccc(S(=O)(=O)NCc2ccccc2)cc1 | 0 |
| Cc1ccc(/C(O)=C2\C(=O)C(=O)N(CCN(C)C)C2c2ccc(F)cc2)cc1 (configuration not stated) | 7 |
| O=C(O)c1ccccc1S(=O)CCO (configuration not stated) | 5 |
| CCc1ccc2nc(SCC(=O)N(CC)CC)c(C#N)cc2c1 | -9 |
| COc1cccc(-n2c(CNc3ccc(F)cc3)nnc2SCC(N)=O)c1 | -3 |
| O=C(Nc1ccc(Cl)cc1)Nc1ccc2c(c1)N1CCN=C1S2 | 3 |
| CC(C)(C)c1ccc(OCc2nnc3n2N=C(c2ccc(Cl)cc2)CS3)cc1 | 4 |
| COC(=O)c1sc2ccccc2c1NC(=O)c1cc2cc([N+](=O)[O-])ccc2s1 | -2 |
| Cc1ccc(N=CC=C2OC(C)(C)C(C)(C)O2)cc1 | 6 |
| O=C(Oc1cccc2ccccc12)C(Cc1ccccc1)N1C(=O)c2ccccc2C1=O (configuration not stated) | -24 |
| Cc1ccc(C(=O)CC2(O)C(=O)Nc3ccc(Br)cc32)c(C)c1 (configuration not stated) | -3 |
| Cc1cccc(OCc2nc(-c3ccc(Br)cc3)no2)c1C | -7 |
| COc1cc(OC)c(C2C(C#N)=C(N)Oc3cc(C)n(CCCN4CCOCC4)c(=O)c32)cc1OC (configuration not stated) | -3 |
| CCOC(=O)c1c(C)oc2ccc(OC(C)C(=O)O)cc12 (configuration not stated) | -5 |
| O=C(CN1C(=O)CSC1=O)Nc1ccccc1N1CCOCC1 | 2 |

Source: PubChem BioAssay
